OXTR potentiator: potentiators of human oxytocin receptor. P30559. CHO-OTR cells, Fluo-8 calcium fluorescence, potentiator mode; 0% = oxytocin EC15, 100% = EC100. activation, % at 3 µM. 320,000 compounds, 0.061% hits. AID 2445;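 active = activation above that plate's cutoff, the mean activation of tested compounds plus 3 SD, cut at about 6.6% in these data, passing the limit was not always enough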;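 also: 100% uses oxytocin at 75 nM as the full agonist control; some results filed as inactive read as strong as hits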
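test system = CHO-OTR cells, human receptor | compound = single-point 3.0 µM | schedule = 6 min compound pre-incubation at room temperature, 100 s kinetic read | signal = Fluo-8 no-wash calcium dye fluorescence, excitation 470-495 nm, emission 515-575 nm | repeats = single well per compound, singlicate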
V1R ag counter: counter-screen for oxytocin receptor agonists: human V1a receptor agonists | CHO-V1R cells, Fluo-8 calcium fluorescence, agonist mode; 0% DMSO, 100% 3 nM vasopressin | activation, % at 3 µM | P37288 | AID 2797 | 320,000 compounds, 0.25% hits;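 active = activation above the mean activation of all tested compounds plus 3 SD, per screening run, cut at about 20% in these data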;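 also: signal is peak over basal fluorescence ratio across a 100 second FLIPR read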
Target sequence (P37288 whole entry, looked up): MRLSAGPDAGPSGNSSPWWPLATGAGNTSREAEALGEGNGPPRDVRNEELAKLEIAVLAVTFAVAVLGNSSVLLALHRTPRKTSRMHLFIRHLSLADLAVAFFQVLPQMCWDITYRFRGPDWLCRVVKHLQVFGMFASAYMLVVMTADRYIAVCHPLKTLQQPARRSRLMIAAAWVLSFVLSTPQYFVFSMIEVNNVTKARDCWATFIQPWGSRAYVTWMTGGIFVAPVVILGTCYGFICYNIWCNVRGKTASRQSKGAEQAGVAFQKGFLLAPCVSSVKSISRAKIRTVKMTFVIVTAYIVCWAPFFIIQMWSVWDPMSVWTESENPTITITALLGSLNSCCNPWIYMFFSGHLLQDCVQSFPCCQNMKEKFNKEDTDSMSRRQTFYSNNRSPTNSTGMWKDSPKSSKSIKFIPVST
CHO-K1 Ca antag: counter-screen for M1 antagonists: effect in parental CHO-K1 cells; AID 602250; ATP-induced calcium, Fluo-8 fluorescence; inhibition, % at 3 µM; 360,000 compounds, 0.6% hits;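 active = inhibition above a per-plate cutoff, the plate's mean sample inhibition plus 3 SD, cut at about 24% in these data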;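 also: 0% = DMSO plus EC80 ATP and 100% = DMSO alone without ATP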
CHO-K1 Ca PAM: M1 PAM counterscreen hit in parental CHO-K1 cells. ATP EC20, Fluo-8 calcium fluorescence; 0% at ATP EC20, 100% at ATP max. activation, % at 3 µM. 360,000 compounds, 0.02% hits. AID 602247;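 active = activation above the run cutoff, the mean activation of all test compounds plus 3 SD, cut at about 40% in these data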;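 also: peak over basal fluorescence ratio in a 140 s read after ATP addition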
OXTR agonist: agonists of human oxytocin receptor; P30559; CHO-OTR cells, Fluo-8 calcium fluorescence; normalized: DMSO 0%, oxytocin 100%; activation, % at 3 µM; 320,000 compounds, 0.32% hits; AID 2435;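 active = activation above the mean of all tested compounds plus 3 SD, cutoff set per screening run, cut at about 20% in these data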;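 also: peak over basal fluorescence ratio from a 100 s FLIPR kinetic read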
CHO-K1 Ca ag: counter-screen for M1 agonists: effect in parental CHO-K1 cells; Fluo-8 calcium fluorescence; scaled to maximal ATP response, vehicle zero; activation, % at 3 µM; 360,000 compounds, 0.48% hits; AID 602248; in the data active = activation above about 15%;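 also: untransfected CHO-K1 host cells lacking M1 receptor as counterscreen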
TAAR1 antag: antagonists of human TAAR1 | Q96RJ0 | CHO RD-HGA16 TAAR1, Fluo-8 calcium fluorescence, antagonist | inhibition, % at 3 µM | AID 624466 | 360,000 compounds, 1.5% hits;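 active = inhibition above a per-plate cutoff, the mean inhibition of test compounds on that plate plus 3 SD, cut at about 49% in these data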;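 also: 0% = DMSO plus EC80 beta-PEA response and 100% = DMSO alone without agonist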
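Test system: RD-HGA16 CHO cells with stable hTAAR1 and Gα16 / Probe or stimulus: EC80 β-phenethylamine stimulus / Times: seeding 17-24 h prior, 75-min 37 °C, 30-min RT dye loading / Detection: Fluo-8 calcium-sensitive fluorescence / Read-out basis: % inhibition scaled between DMSO and EC80 PEA controls / Repeats: singlicate, one well per test compound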
CHO parental Ca: counter-screen: ATP calcium response change in parental CHO cells | parental CHO-K1, ATP-induced calcium, Fluo-8 fluorescence | inhibition, % at 5.6 µM | 330,000 compounds, 0.63% hits;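 active = inhibition above that plate's mean sample inhibition plus 3 SD, cut at about 26% in these data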;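 also: 0% = ATP-challenged DMSO wells and 100% = DMSO wells without ATP; some compounds past the cut are filed as inactive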
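Test system: untransfected parental CHO cell line; also added: ATP stimulus; dosing: 5.6 µM, single dose; signal: calcium-sensitive Fluo-8 fluorescence; measure: percent inhibition of ATP-evoked calcium rise, normalized to controls; benchmarks: low control ATP plus DMSO, high control DMSO only; replication: one well per compound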
GPR7 antag: human neuropeptides B/W receptor 1 antagonism | P48145 | GPR7-expressing cells, fluorescence antagonist assay | inhibition, % at 4.4 µM | 290,000 compounds, 1.1% hits | AID 1861; in the data active = inhibition above about 16%, passing the limit was not always enough;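 also: cells stimulated with the agonist NPW; 0% = agonist with vehicle and 100% = vehicle without agonist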
Target sequence (P48145 whole entry, looked up): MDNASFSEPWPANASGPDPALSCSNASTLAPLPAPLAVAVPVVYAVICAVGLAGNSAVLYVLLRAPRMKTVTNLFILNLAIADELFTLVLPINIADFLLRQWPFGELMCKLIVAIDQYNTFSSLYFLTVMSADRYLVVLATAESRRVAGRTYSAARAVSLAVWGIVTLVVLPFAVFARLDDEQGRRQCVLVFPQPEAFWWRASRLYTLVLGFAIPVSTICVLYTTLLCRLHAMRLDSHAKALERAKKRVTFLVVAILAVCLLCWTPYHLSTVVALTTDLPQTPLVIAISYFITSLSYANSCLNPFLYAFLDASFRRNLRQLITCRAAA
Numbers without * were called inactive; · = no result given.

Start of the listing, in advance:
SMILES	OXTR potentiator	V1R ag counter	CHO-K1 Ca antag	CHO-K1 Ca PAM	OXTR agonist	CHO-K1 Ca ag	TAAR1 antag	CHO parental Ca	GPR7 antag
O=C(NCc1ccccc1)c1ccc2nc(-c3ccco3)c(-c3ccco3)nc2c1	-3	-0.8	-2	13	-0.4	-0.5	38	-9	5
CCc1ccccc1NC(=O)CCOc1ccccc1	1	0.1	-9	-13	-1.1	-0.2	·	-5	-3

The listing, from the first entry:
SMILES	OXTR potentiator	V1R ag counter	CHO-K1 Ca antag	CHO-K1 Ca PAM	OXTR agonist	CHO-K1 Ca ag	TAAR1 antag	CHO parental Ca	GPR7 antag
O=C(NCc1ccccc1)c1ccc2nc(-c3ccco3)c(-c3ccco3)nc2c1	-3	-0.8	-2	13	-0.4	-0.5	38	-9	5
CCc1ccccc1NC(=O)CCOc1ccccc1	1	0.1	-9	-13	-1.1	-0.2	·	-5	-3
CN(C)S(=O)(=O)c1cc(NC(=O)COC(=O)CC2Sc3ccccc3NC2=O)ccc1Cl (stereo unspecified)	-8	4.6	3	-8	5.5	2.0	62*	-11	·
CCOC(=O)c1[nH]c(C)c(C(=O)Nc2ccc(C)cc2C)c1C	-8	-0.6	-1	9	-0.7	0.0	·	-6	6
Cc1ccc2oc(C(=O)N3CCC(C(N)=O)(N4CCCCC4)CC3)c(C)c2c1	-1	16	-8	-9	-0.6	0.4	3	-22	7
COC(=O)C(Cc1c[nH]c2ccccc12)NC(=O)C1CC1 (stereo unspecified)	-3	1.0	-7	18	1.2	0.9	7	-15	2
O=C(CCC(=O)c1ccccc1)NCc1ccccc1	-1	0.4	-12	1	-0.4	0.2	-27	-10	2
CC(C)CCn1c2ccccc2c2cc(CC(N)=O)ccc21	-3	-0.1	-6	21	-1.4	1.3	-31	-7	-19
CC(=O)Nc1ccc(Oc2cnccn2)cc1	0	0.4	1	6	1.0	-0.3	-15	10	18
CCN1CCN(C(=O)CSc2ccc(C)cc2)CC1	-4	-0.7	-2	14	0.8	1.0	-14	-2	-2
O=c1oc(-c2ccccc2NS(=O)(=O)c2ccc(F)cc2)nc2ccccc12	-7	-0.1	-12	-6	-0.7	0.3	6	-10	-5
Cc1ccccc1OCC(=O)N/N=C1\CCOc2c(C)cccc21	5	0.3	-10	23	2.4	0.9	-2	-14	4
CC(C)(C)OC(=O)C[C@H]1C/C=C\C[C@@H](CC(=O)N(CCO)Cc2ccccc2)C(=O)N2CCC[C@@H]2COC1=O	3	0.2	-12	13	1.6	0.1	-12	-11	·
O=C(CSc1ccccc1)Nc1ccc2c(c1)C(=O)NC2=O	-16	-0.6	1	5	-0.7	1.2	5	8	27*
Cc1ccc(C(=O)NC(=S)Nc2ccc(-c3cc4ccccc4oc3=O)cc2)c(C)c1	4	-0.3	-3	17	1.9	0.1	-15	-19	-3
O=c1oc2ccccc2cc1-c1ccc(O)cc1	-7	0.1	-4	15	-1.3	0.6	-10	11	-8
CC1(C)CC(=O)CC(C2(O)C(=O)N(Cc3ccccc3)c3ccccc32)O1 (stereo unspecified)	-5	0.5	-2	0	-0.6	-0.1	-15	-8	-2
CN1C(=O)C(C)(C)c2cc(S(=O)(=O)N3CCCC(C(=O)Nc4ccc(Cl)cc4)C3)ccc21 (stereo unspecified)	-8	3.1	4	-4	1.9	2.1	15	-11	4
O=C(C[n+]1cn(C(F)F)c2ccccc21)c1ccc(Br)cc1	-2	1.4	-11	12	0.6	0.2	-19	-26	-11
COCCN1Cc2cccc(C(=O)Nc3cccc(C)c3C)c2C1=O	-5	-1.0	17	-6	-2.3	-0.2	1	-23	0
CCc1nc2ccc(C(=O)N(CC)CCN(C)C)cn2c1N(CC)C(=O)NCCc1ccccc1	·	·	-7	9	·	-0.1	-39	·	·
COCc1nnc(NC(=O)c2cccs2)s1	-9	0.6	1	2	0.1	0.0	3	5	-6
CSCCC(NC(=O)c1ccccc1)C(=O)N1CCN(C(c2ccccc2)c2ccccc2)CC1 (stereo unspecified)	-13	1.4	-13	15	0.9	0.0	17	-19	-7
Cc1cc(C)n2nc(CC(=O)NC3CCCCCCC3)nc2n1	-3	0.5	1	-9	0.8	-0.3	·	-16	-15
COc1cc(C)c(Br)cc1S(=O)(=O)NCc1cccs1	-1	3.5	-9	15	1.8	2.6	22	-15	-11
New compounds follow.
SMILES	OXTR potentiator	V1R ag counter	CHO-K1 Ca antag	CHO-K1 Ca PAM	OXTR agonist	CHO-K1 Ca ag	TAAR1 antag	CHO parental Ca	GPR7 antag
COC(=O)[C@@H]1C[C@H]2CC[C@H](O)C[C@H]2N1Cc1ccc(C)s1	-2	-0.6	-13	-4	0.1	-0.7	-1	-12	·
Cc1cc2[nH]c(=O)c(=O)[nH]c2cc1S(=O)(=O)N(C)C1CCCCC1	-10	0.0	8	0	-0.4	0.0	-9	-3	-9
COc1ccccc1N1C[C@@H]2C[C@@H](c3ccco3)N3CCC[C@@]23C1=O	-2	-0.6	-5	9	0.3	0.4	-20	-15	-12
C=CC[C@H](CC(=O)NCCO)C(=O)NC[C@@H](OC(=O)[C@@H](CC=C)CC(=O)OC(C)(C)C)c1ccccc1	-4	-0.1	-1	-7	0.3	-0.2	6	-16	·
O=C(CSc1ncccn1)Nc1cc(Cl)ccc1[N+](=O)[O-]	-7	-1.5	-17	15	-1.1	0.9	5	3	-13
CC(C)[C@@H]1Cc2[nH][nH]c(=O)c2[C@H](C)O1	·	·	1	-4	·	0.0	13	·	·
O=C(Nc1ccc(N2CCCC2=O)cc1)c1cncc(Br)c1	-6	-0.1	-8	24	-0.1	0.3	-11	-13	-14
CC(OC(=O)CCN1C(=O)C2CC=CCC2C1=O)C(=O)Nc1cccc(C#N)c1 (stereo unspecified)	-4	2.9	-8	13	2.0	2.8	-8	-11	·
Cc1nc(NC(=O)CN2CCN(c3ccccc3F)CC2)sc1C(=O)N(C)C	-9	0.5	-2	4	0.5	-0.1	6	-2	-2
CCc1ccc2[nH]c(C(=O)Nc3ccc(C)c(F)c3)cc2c1	·	·	0	12	·	-0.1	6	·	-1
O=C(Nc1cccc(Cl)c1)c1csc([C@@H]2O[C@H](CO)[C@H](O)[C@H](O)[C@H]2O)n1	·	·	22	-7	·	-0.1	-4	·	·
c1ccc2c(-n3cnnn3)cccc2c1	-1	0.0	6	3	0.5	-0.2	-1	-3	-7
Cc1ccc(S(=O)(=O)N2CCC(C(N)=O)CC2)c(C)c1C	3	0.1	-11	17	-0.9	0.8	-14	-4	1
COCc1cc(C(C)=O)ccc1OCC(=O)Nc1ccc(NC(C)=O)cc1	7	-0.4	-7	-9	1.0	0.6	-3	-11	-9
O=C(CSc1nncs1)Nc1nccs1	-10	0.5	-9	-17	0.2	-0.2	-2	-1	·
O=S(=O)(c1ccc(C2CCCCC2)cc1)N1CCCC1	-8	2.0	-9	27	0.4	1.2	11	52*	-10
O=C(C1CCC(CNS(=O)(=O)c2cccs2)CC1)N1CCN(c2ccc(F)cc2)CC1 (stereo unspecified)	-23	5.6	-2	-6	1.1	2.2	-16	-17	-7
Cc1nnc(Sc2nc3ccccc3o2)c2ccccc12	0	0.3	-1	6	-0.5	-0.1	10	-13	-14
O=S(=O)(NCC(c1ccco1)N1CCN(c2ccccc2)CC1)c1ccc(F)cc1 (stereo unspecified)	-6	-0.4	3	8	-1.7	-0.4	3	-17	-6
CC1CCCC(NC(=O)COC(=O)c2cccs2)C1C (stereo unspecified)	-4	0.0	-17	12	-0.8	0.0	-9	4	·
CCCCC(=O)NC(c1ccccc1)c1ccc2cccnc2c1O (stereo unspecified)	-3	-0.8	-8	18	-1.4	1.7	-8	-6	-12
CSCC(NS(=O)(=O)c1ccc(C)cc1)C(=O)O (stereo unspecified)	-8	1.3	-3	12	0.5	0.0	10	-6	-4
Cc1c(N=Cc2cccs2)c(=O)n(-c2ccccc2)n1C	-6	-0.5	-15	13	0.8	0.2	-5	-5	-3
COc1ccc(S(=O)(=O)NC(=O)C2(C)CCN2C(=O)CC2CCCC2)cc1 (stereo unspecified)	·	·	-4	7	·	0.2	-6	·	·
CC1CCN(C(=O)C2CCCN2S(=O)(=O)c2ccc(Cl)cc2)CC1 (stereo unspecified)	-4	-0.1	-5	3	-0.1	0.8	-7	-5	-12
Nc1oc2ccccc2c(=O)c1-c1ccc2c(c1)OCO2	1	0.4	2	13	0.3	-0.1	-3	-12	-18
O=C(N/N=C/c1cc(Cl)cc([N+](=O)[O-])c1O)C(O)(c1ccccc1)c1ccccc1	-10	-0.6	-5	6	-1.2	0.6	30	1	-9
COc1ccc(CC(=O)Nc2ccc(S(=O)(=O)N3CCCCC3)cc2)cc1OC	-1	5.8	2	7	2.8	2.1	-22	-1	9

Shown field by field: 4 of the compounds above.
SMILES: O=C(C1CCC(CNS(=O)(=O)c2cccs2)CC1)N1CCN(c2ccc(F)cc2)CC1 (stereo unspecified)
  OXTR potentiator = -23
  V1R ag counter = 5.6
  CHO-K1 Ca antag = -2
  CHO-K1 Ca PAM = -6
  OXTR agonist = 1.1
  CHO-K1 Ca ag = 2.2
  TAAR1 antag = -16
  CHO parental Ca = -17
  GPR7 antag = -7

SMILES: O=C(N/N=C/c1cc(Cl)cc([N+](=O)[O-])c1O)C(O)(c1ccccc1)c1ccccc1
  OXTR potentiator = -10
  V1R ag counter = -0.6
  CHO-K1 Ca antag = -5
  CHO-K1 Ca PAM = 6
  OXTR agonist = -1.2
  CHO-K1 Ca ag = 0.6
  TAAR1 antag = 30
  CHO parental Ca = 1
  GPR7 antag = -9

SMILES: O=S(=O)(c1ccc(C2CCCCC2)cc1)N1CCCC1
  OXTR potentiator = -8
  V1R ag counter = 2.0
  CHO-K1 Ca antag = -9
  CHO-K1 Ca PAM = 27
  OXTR agonist = 0.4
  CHO-K1 Ca ag = 1.2
  TAAR1 antag = 11
  CHO parental Ca = 52*
  GPR7 antag = -10

SMILES: O=C(C[n+]1cn(C(F)F)c2ccccc21)c1ccc(Br)cc1
  OXTR potentiator = -2
  V1R ag counter = 1.4
  CHO-K1 Ca antag = -11
  CHO-K1 Ca PAM = 12
  OXTR agonist = 0.6
  CHO-K1 Ca ag = 0.2
  TAAR1 antag = -19
  CHO parental Ca = -26
  GPR7 antag = -11

Screening results: PubChem BioAssay, The Scripps Research Institute Molecular Screening Center
